ANO1 activ: mouse TMEM16A channel activation, primary screen; Q8BHY3; HEK293 TMEM16A/YFP-H148Q/I152L, iodide quench fluorescence; hits give low values; B-score at 10 µM; 0.3% of 340,000 active; AID 623877;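 active = fluorescence-ratio B-score plate-corrected deviation score at least 3 library SD below zero, with starting fluorescence score within 5 deviations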;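 note: channel opened by trigger with iodide after compound preincubation; score built on the fluorescence ratio of max minus min over baseline; more negative score means more quench and so TMEM16A activation or potentiation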
MrgX1 agonist: activates human MrgX1 receptor signaling. Q96LB2. MrgX1-HEK293 cells, Fluo-4 calcium fluorescence, agonist mode; hits give high values. B-score at 10 µM. 0.44% of 310,000 active. AID 588627;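 active = calcium response B-score plate-corrected fluorescence ratio at least 3 library SD, with starting fluorescence B-score inside 5 SD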
Target sequence (Q96LB2 whole entry, looked up): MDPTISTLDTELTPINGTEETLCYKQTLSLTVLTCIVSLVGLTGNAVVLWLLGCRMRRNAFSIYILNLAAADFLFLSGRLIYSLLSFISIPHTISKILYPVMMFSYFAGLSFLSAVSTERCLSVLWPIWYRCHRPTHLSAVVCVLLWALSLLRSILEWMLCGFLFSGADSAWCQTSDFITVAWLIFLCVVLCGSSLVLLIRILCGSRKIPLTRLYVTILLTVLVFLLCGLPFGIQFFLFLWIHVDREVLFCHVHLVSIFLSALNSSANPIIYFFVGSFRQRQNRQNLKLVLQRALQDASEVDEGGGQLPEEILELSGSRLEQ
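times = overnight plating, then 30 min 37 °C plus 30 min room-temperature dye loading | assay system = stable human MrgX1 HEK293 cell line | input = fifteen thousand cells per well | signal = kinetic calcium dye fluorescence, Fluo-4 NW | dosing = compound delivered in addition one of three | read-out = B-scored fluorescence response ratio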
TRPC6 inh: inhibitors of mouse TRPC6 channel; Q61143; HEK293-TRPC6, membrane potential dye, ACh-evoked depolarization; hits give low values; B-score at 10 µM; 1.1% of 310,000 active; AID 2553;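 active = B-score under library mean minus 3 SD, initial fluorescence not abnormally high, positive integrated signal ratio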;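 note: B-score derived from integrated fluorescence ratio over the kinetic read; more negative B-score means stronger inhibition of depolarization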
HDAC3 inh: blocks human histone deacetylase 3 | O15379 | recombinant HDAC3, fluorogenic peptide/trypsin coupled, fluorescence | inhibition, % at 8.3 µM | 0.15% of 320,000 active | AID 2718; in the data active = inhibition above about 26%, passing the limit was not always enough
Target sequence (O15379 whole entry, looked up): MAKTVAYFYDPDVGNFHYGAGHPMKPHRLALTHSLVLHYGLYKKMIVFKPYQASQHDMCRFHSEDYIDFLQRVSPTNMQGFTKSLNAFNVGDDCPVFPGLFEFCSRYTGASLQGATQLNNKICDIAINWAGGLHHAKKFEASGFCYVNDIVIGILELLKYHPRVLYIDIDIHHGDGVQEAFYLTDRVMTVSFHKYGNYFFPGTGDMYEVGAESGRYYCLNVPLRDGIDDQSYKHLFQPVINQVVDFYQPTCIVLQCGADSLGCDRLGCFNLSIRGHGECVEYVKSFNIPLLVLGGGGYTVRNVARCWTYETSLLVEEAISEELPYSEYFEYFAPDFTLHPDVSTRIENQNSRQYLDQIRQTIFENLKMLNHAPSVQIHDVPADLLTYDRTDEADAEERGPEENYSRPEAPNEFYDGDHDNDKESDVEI
SKKanGAS inh: blocks kanamycin growth of S. pyogenes SKKanGAS strain; BacTiter-Glo, 6 h; inhibition, % at 7.5 µM; 1.3% of 300,000 active;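 active = mean replicate score, as percent of positive control median, at least 50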;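 note: strain carries kanamycin resistance gene driven by streptokinase promoter and grows in 40 µg/ml kanamycin; loss of luminescence reflects streptokinase promoter inhibition or plain growth inhibition; 0% = median of DMSO wells and 100% = positive control at its reference dose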
RGS4 act: potentiators or activators of RGS4; HEK293 M3R/inducible RGS4, carbachol calcium flux Fluo4; hits give low values; B-score at 10 µM; 0.92% of 310,000 active; AID 463111;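 active = B-score of the integrated calcium signal more than 4 SD below the library mean, with starting fluorescence not abnormally high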;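 note: negative B-score means reduced calcium response which marks RGS4 activation or potentiation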
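Reagent: ECmax carbachol challenge; Test system: M3R-expressing HEK293 line, RGS4 induced by doxycycline; Schedule: overnight RGS4 induction, 30 min dye load 37 °C, 20 min compound RT; Detection: calcium dye Fluo4 fluorescence; Read-out: Agonist-evoked peak-minus-minimum fluorescence over baseline, integrated ratio, B score.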
MrgX1 PAM: allosterically activates human MrgX1 receptor signaling. 0.63% of 310,000 active. B-score at 10 µM. MrgX1-HEK293, Fluo-4 calcium flux, FDSS; hits give high values. Q96LB2;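 active = plate-corrected calcium response at least 3 library SD above typical, normal starting fluorescence, not activating the receptor alone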;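 note: compound read alongside a low EC10 to EC30 dose of BAM8-22 agonist; peak minus trough fluorescence over baseline measured at the second addition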
TRPC6 act: activators of mouse TRPC6 channel; HEK293-TRPC6 membrane potential dye fluorescence; hits give high values; B-score at 10 µM; AID 2550; 0.13% of 310,000 active;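 active = B-score of the integrated fluorescence ratio above library mean plus 3 SD, and starting fluorescence ratio within library mean plus 5 SD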;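 note: higher score means more depolarization so channel activation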
RGS4 block: human RGS4 inhibition | P49798 | HEK293 M3R/RGS4 inducible, Fluo-4 calcium flux; hits give high values; triggered by carbachol at its EC20 | B-score at 10 µM | 0.45% of 310,000 active;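 active = B-score, a plate-corrected calcium signal, over three deviations above library mean, with baseline fluorescence within five deviations of library mean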;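 note: RGS4 expression induced by doxycycline in cells with stable M3 receptor; B-score is computed from the integrated fluorescence ratio over baseline after carbachol; higher B-score means a larger calcium signal and so more RGS4 inhibition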
Target sequence (P49798 whole entry, looked up): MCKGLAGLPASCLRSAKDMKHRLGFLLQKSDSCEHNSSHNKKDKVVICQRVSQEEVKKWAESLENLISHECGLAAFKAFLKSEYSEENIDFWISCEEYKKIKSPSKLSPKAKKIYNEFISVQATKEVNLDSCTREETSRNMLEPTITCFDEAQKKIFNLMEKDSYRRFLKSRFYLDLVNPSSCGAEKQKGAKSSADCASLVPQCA
TMEM16A inh: blocks the mouse calcium-activated chloride channel TMEM16A; Q8BHY3; HEK293 TMEM16A/YFP iodide influx fluorescence, ionomycin; normalized B-score (activity score, 25-100; higher = stronger inhibition) at 10 µM; 1.2% of 310,000 active;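 active = ratio plate-corrected score three or more library SD toward inhibition, starting fluorescence score within five deviations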;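 note: score derived from kinetic fluorescence span divided by baseline fluorescence per well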
MrgX1 antagonist: blocks BAM8-22 activation of human MrgX1 receptor | B-score at 10 µM | Q96LB2 | MRGX1-HEK293 calcium flux, Fluo-4, BAM8-22 antagonism; hits give low values | 1.3% of 310,000 active;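 active = calcium-response B-score plate-corrected more than 3 library SD below zero, starting fluorescence within 5 deviations, no agonist response on first addition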;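 note: peak minus trough fluorescence over baseline after final BAM8-22 challenge near maximal dose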
Starred values were filed as active, the others as inactive. Rows are unselected, and some 6.7% of all compounds hit somewhere here.

For Cc1ccc(CC(=O)CCc2ccccc2)cc1 the results were ANO1 activ inactive, MrgX1 agonist inactive, TRPC6 inh inactive, HDAC3 inh 1, SKKanGAS inh 15, RGS4 act inactive, MrgX1 PAM inactive, TRPC6 act inactive, RGS4 block inactive, TMEM16A inh inactive and MrgX1 antagonist inactive.
For O=C(NCc1ccco1)c1ccc(C(F)(F)F)cc1 the results were ANO1 activ inactive, MrgX1 agonist inactive, TRPC6 inh inactive, HDAC3 inh 5, SKKanGAS inh 4, RGS4 act inactive, MrgX1 PAM inactive, TRPC6 act inactive, RGS4 block inactive, TMEM16A inh inactive and MrgX1 antagonist inactive.
`C/C(=N\NC(=O)Cc1c(C)[nH][nH]c1=O)c1ccc2ccccc2c1` gave MrgX1 agonist inactive, TRPC6 inh inactive, HDAC3 inh 4, SKKanGAS inh -14, RGS4 act inactive, MrgX1 PAM inactive, TRPC6 act inactive, RGS4 block inactive, TMEM16A inh inactive and MrgX1 antagonist inactive.
`COc1cccc(CNC(=O)C2CC(=O)N(C3CCCCCCC3)C2)c1` (stereo unspecified) gave ANO1 activ inactive, MrgX1 agonist inactive, TRPC6 inh inactive, HDAC3 inh 0, SKKanGAS inh 0, RGS4 act inactive, MrgX1 PAM inactive, TRPC6 act inactive, RGS4 block inactive, TMEM16A inh inactive and MrgX1 antagonist inactive.
Screening Cc1cccc(C)c1OCCOCCN1CCN(C)CC1 returned ANO1 activ inactive, MrgX1 agonist inactive, TRPC6 inh inactive, HDAC3 inh -7, SKKanGAS inh -7, RGS4 act inactive, MrgX1 PAM inactive, TRPC6 act inactive, RGS4 block inactive, TMEM16A inh inactive and MrgX1 antagonist inactive.
COc1ccc(C(=O)Nc2ccc(S(=O)(=O)N3CCN(C)CC3)cc2)cc1 was read as ANO1 activ inactive, MrgX1 agonist inactive, TRPC6 inh inactive, HDAC3 inh -8, SKKanGAS inh 1, RGS4 act inactive, MrgX1 PAM inactive, TRPC6 act inactive, RGS4 block inactive, TMEM16A inh inactive and MrgX1 antagonist inactive.
Screening CCOc1ccc(C(NC(C)=O)c2ccc(OC)c(OC)c2)cc1 (stereo unspecified) returned ANO1 activ inactive, MrgX1 agonist inactive, TRPC6 inh inactive, HDAC3 inh -8, SKKanGAS inh -3, RGS4 act inactive, MrgX1 PAM inactive, TRPC6 act inactive, RGS4 block inactive, TMEM16A inh inactive and MrgX1 antagonist -4.9*.
Screening CCN(CC)C(=O)C1CCCN(C(=O)Nc2ccccc2)C1 (stereo unspecified) returned ANO1 activ inactive, MrgX1 agonist inactive, TRPC6 inh inactive, HDAC3 inh 0, SKKanGAS inh -4, RGS4 act inactive, MrgX1 PAM inactive, TRPC6 act inactive, RGS4 block inactive, TMEM16A inh inactive and MrgX1 antagonist inactive.
`CCOc1ccc(-n2c(COc3ccc(C)cc3)nnc2SCC(N)=O)cc1` gave ANO1 activ inactive, MrgX1 agonist inactive, TRPC6 inh inactive, HDAC3 inh 4, SKKanGAS inh -5, RGS4 act inactive, MrgX1 PAM inactive, TRPC6 act inactive, RGS4 block inactive, TMEM16A inh inactive and MrgX1 antagonist inactive.
Screening COc1ccc(-c2csc(-c3cc4ccccc4oc3=N)n2)cc1 returned ANO1 activ inactive, MrgX1 agonist inactive, TRPC6 inh inactive, HDAC3 inh -3, SKKanGAS inh 6, RGS4 act inactive, MrgX1 PAM inactive, TRPC6 act inactive, RGS4 block inactive, TMEM16A inh inactive and MrgX1 antagonist inactive.
`CC(C)OC(=O)CC(=O)CSc1nc2c(cc1C#N)CCCC2` gave ANO1 activ inactive, MrgX1 agonist inactive, TRPC6 inh inactive, HDAC3 inh -9, SKKanGAS inh 15, RGS4 act inactive, MrgX1 PAM inactive, TRPC6 act inactive, RGS4 block inactive, TMEM16A inh inactive and MrgX1 antagonist inactive.
For Cn1c(=O)c2c(nc(SCC(=O)NCc3ccco3)n2C)n(C)c1=O the results were ANO1 activ inactive, MrgX1 agonist inactive, TRPC6 inh inactive, HDAC3 inh 4, SKKanGAS inh -9, RGS4 act inactive, MrgX1 PAM inactive, TRPC6 act inactive, RGS4 block inactive, TMEM16A inh inactive and MrgX1 antagonist inactive.
Screening CCN(c1ccccc1)c1cc(C)nc2nc(C)nn12 returned ANO1 activ inactive, MrgX1 agonist inactive, TRPC6 inh inactive, HDAC3 inh 2, SKKanGAS inh -3, RGS4 act inactive, MrgX1 PAM inactive, TRPC6 act inactive, RGS4 block inactive, TMEM16A inh inactive and MrgX1 antagonist inactive.
For N#C/C(=C\c1ccc[nH]1)C(=O)c1ccccc1 the results were ANO1 activ inactive, MrgX1 agonist inactive, TRPC6 inh inactive, HDAC3 inh -4, SKKanGAS inh -1, RGS4 act inactive, MrgX1 PAM inactive, TRPC6 act inactive, RGS4 block inactive, TMEM16A inh inactive and MrgX1 antagonist inactive.
`Cc1cc(C)c2c(n1)sc1c(N3CCN(C)CC3)ncnc12` gave ANO1 activ inactive, MrgX1 agonist inactive, TRPC6 inh inactive, HDAC3 inh -5, SKKanGAS inh 5, RGS4 act inactive, MrgX1 PAM inactive, TRPC6 act inactive, RGS4 block inactive, TMEM16A inh inactive and MrgX1 antagonist inactive.
Screening Cc1ccc(NC(=O)CNC2CCS(=O)(=O)C2)cc1C (stereo unspecified) returned ANO1 activ inactive, TRPC6 inh inactive, SKKanGAS inh -1, RGS4 act inactive, TRPC6 act inactive and RGS4 block inactive.
Screening Cc1ccc(CN2CCN(Cc3cn(C)nc3-c3ccccc3)CC2CCO)o1 (stereo unspecified) returned ANO1 activ inactive, MrgX1 agonist inactive, TRPC6 inh inactive, HDAC3 inh -7, SKKanGAS inh -7, RGS4 act inactive, MrgX1 PAM inactive, TRPC6 act inactive, RGS4 block inactive, TMEM16A inh inactive and MrgX1 antagonist inactive.
Screening COc1ccc(C(=O)/C=C/Nc2cccc(C)n2)cc1OC returned ANO1 activ inactive, MrgX1 agonist inactive, TRPC6 inh inactive, HDAC3 inh 1, SKKanGAS inh 0, RGS4 act inactive, MrgX1 PAM inactive, TRPC6 act inactive, RGS4 block inactive, TMEM16A inh inactive and MrgX1 antagonist inactive.
COc1ccccc1N1CCN(C(=O)Cn2nc3n(C)c4ccccc4n3c(=O)c2=O)CC1 was read as MrgX1 agonist inactive, TRPC6 inh inactive, HDAC3 inh 0, SKKanGAS inh 2, RGS4 act inactive, MrgX1 PAM inactive, TRPC6 act inactive, RGS4 block inactive, TMEM16A inh inactive and MrgX1 antagonist inactive.
For Cc1ccc(NC(=O)COc2ccc(Br)cc2CO)cc1 the results were ANO1 activ inactive, MrgX1 agonist inactive, TRPC6 inh inactive, HDAC3 inh 3, SKKanGAS inh 4, RGS4 act inactive, MrgX1 PAM inactive, TRPC6 act inactive, RGS4 block inactive, TMEM16A inh inactive and MrgX1 antagonist inactive.
`COc1ccc(S(=O)(=O)Nc2ccc(C)cc2)cc1N(C)S(=O)(=O)c1ccc(Cl)cc1` gave ANO1 activ inactive, MrgX1 agonist inactive, TRPC6 inh inactive, HDAC3 inh 1, SKKanGAS inh 22, RGS4 act inactive, MrgX1 PAM inactive, TRPC6 act inactive, RGS4 block inactive, TMEM16A inh inactive and MrgX1 antagonist inactive.
For CCCCCCc1cc2cc(C(N)=O)c(=N)oc2cc1O the results were MrgX1 agonist inactive, TRPC6 inh inactive, HDAC3 inh -5, SKKanGAS inh 19, RGS4 act -8.1*, MrgX1 PAM inactive, TRPC6 act inactive, RGS4 block inactive, TMEM16A inh inactive and MrgX1 antagonist inactive.
`CCN(CC)CCN(Cc1cc2cc3c(cc2[nH]c1=O)OCCO3)C(=S)NCC1CCCO1` (stereo unspecified) gave ANO1 activ inactive, MrgX1 agonist inactive, TRPC6 inh inactive, HDAC3 inh -2, SKKanGAS inh 6, RGS4 act inactive, MrgX1 PAM inactive, TRPC6 act inactive, RGS4 block inactive, TMEM16A inh inactive and MrgX1 antagonist inactive.
For CCN1CCN(C(=O)c2cc3cc([N+](=O)[O-])ccc3oc2=O)CC1 the results were ANO1 activ inactive, MrgX1 agonist inactive, TRPC6 inh inactive, HDAC3 inh 3, SKKanGAS inh 5, RGS4 act inactive, MrgX1 PAM inactive, TRPC6 act inactive, RGS4 block inactive, TMEM16A inh inactive and MrgX1 antagonist inactive.
Screening CN(CC(=O)Nc1ccc(F)cc1)CC(=O)Nc1ccc(Cl)c(S(=O)(=O)N2CCOCC2)c1 returned ANO1 activ inactive, MrgX1 agonist inactive, TRPC6 inh inactive, HDAC3 inh 7, SKKanGAS inh 1, RGS4 act inactive, MrgX1 PAM inactive, TRPC6 act inactive, RGS4 block inactive, TMEM16A inh inactive and MrgX1 antagonist inactive.
For Cn1c(CO)cnc1SCc1ccc(Cl)cc1 the results were ANO1 activ inactive, MrgX1 agonist inactive, TRPC6 inh inactive, HDAC3 inh -2, SKKanGAS inh -1, RGS4 act inactive, MrgX1 PAM inactive, TRPC6 act inactive, RGS4 block inactive, TMEM16A inh inactive and MrgX1 antagonist inactive.
For CCCCCc1ccc(-c2cn(CCCOCc3ccccc3)nn2)cc1 the results were ANO1 activ inactive, MrgX1 agonist inactive, TRPC6 inh inactive, HDAC3 inh 11, SKKanGAS inh 16, RGS4 act inactive, MrgX1 PAM inactive, TRPC6 act inactive, RGS4 block inactive, TMEM16A inh inactive and MrgX1 antagonist inactive.
CS(=O)(=O)N(CC(=O)Nc1c(F)cccc1F)c1ccc(C23CC4CC(CC(C4)C2)C3)cc1 was read as ANO1 activ inactive, MrgX1 agonist inactive, TRPC6 inh inactive, HDAC3 inh 0, SKKanGAS inh 20, RGS4 act inactive, MrgX1 PAM inactive, TRPC6 act inactive, RGS4 block inactive, TMEM16A inh inactive and MrgX1 antagonist inactive.
COc1cccc(NC(=S)N2CCCN(Cc3ccc(F)cc3)C2)c1 was read as ANO1 activ inactive, MrgX1 agonist inactive, TRPC6 inh inactive, HDAC3 inh 1, SKKanGAS inh -5, RGS4 act inactive, MrgX1 PAM inactive, TRPC6 act inactive, RGS4 block inactive, TMEM16A inh inactive and MrgX1 antagonist inactive.
For CSc1cccc(NC(=O)CSc2ccc(C)cc2)c1 the results were ANO1 activ inactive, MrgX1 agonist inactive, TRPC6 inh inactive, HDAC3 inh -2, SKKanGAS inh -2, RGS4 act inactive, MrgX1 PAM inactive, TRPC6 act inactive, RGS4 block inactive, TMEM16A inh inactive and MrgX1 antagonist inactive.

From PubChem BioAssay
